# Compound activity deposited in PubChem BioAssay by National Center for Advancing Translational Sciences (NCATS).
# Tau ThT inhib: qHTS for Inhibitors of Tau Fibril Formation, Thioflavin T Binding. Potency, µM (doses to about 57.4 µM), for inactives: top-dose activity, negative = inhibition, most hits filed as inhibitors. recombinant tau K18 P301L, heparin-induced fibrillization, ThT fluorescence. AID 1460, 2008. 2.1% of 270,000 active. Microtubule-associated protein tau (Homo sapiens), P10636; also: % is scaled to controls: 0 for no effect and ±100 for the full control effect; nearly all actives have a fitted effect of over 55% in size
#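 ThT emission at 510 nm, taken 1 hr after adding 30 uM dye, quantifies aggregates formed when 20 uM heparin acts on human tau K18 P301L for 6 hr at 37 C.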
# RECQ1 helicase: qHTS Assay for Inhibitors of RecQ-Like Dna Helicase 1 (RECQ1). ATP-dependent DNA helicase Q1 (Homo sapiens), P46063. RECQ1 DNA unwinding, red fluorescence kinetic read. Potency, µM (titrated, usually from 57.3 µM), inactives show at the top dose activity, negative = inhibition, actives largely listed as inhibitors. 0.54% of 240,000 active. AID 2549, 2010;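 also: plate controls were vehicle for no effect and no enzyme for full effect; nearly all actives have a fitted effect of over 30% in size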
# Target sequence (P46063 whole entry, looked up): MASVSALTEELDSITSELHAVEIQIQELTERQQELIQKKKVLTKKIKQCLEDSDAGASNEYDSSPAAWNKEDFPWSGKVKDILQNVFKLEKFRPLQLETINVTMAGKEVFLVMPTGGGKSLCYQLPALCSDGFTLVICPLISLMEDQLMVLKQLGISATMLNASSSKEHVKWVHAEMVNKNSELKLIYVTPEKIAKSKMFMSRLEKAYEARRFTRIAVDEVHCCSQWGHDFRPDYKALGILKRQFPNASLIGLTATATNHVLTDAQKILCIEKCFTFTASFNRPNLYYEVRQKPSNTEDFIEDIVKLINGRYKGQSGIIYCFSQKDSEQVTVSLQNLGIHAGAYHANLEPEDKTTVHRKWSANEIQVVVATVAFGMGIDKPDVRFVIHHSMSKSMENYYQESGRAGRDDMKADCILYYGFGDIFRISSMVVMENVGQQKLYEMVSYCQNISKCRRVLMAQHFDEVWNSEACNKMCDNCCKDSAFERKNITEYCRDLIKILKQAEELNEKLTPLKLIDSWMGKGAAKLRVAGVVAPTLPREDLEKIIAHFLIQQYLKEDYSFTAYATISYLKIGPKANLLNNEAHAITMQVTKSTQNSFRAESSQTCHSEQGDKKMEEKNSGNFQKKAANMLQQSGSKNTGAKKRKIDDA
#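 RECQ1T1 50 nM; forked duplex (20 bp + 30-nt ss tails) 200 nM, ATP 2 mM final; pH 8.0, 2 mM MgCl2, 2.5 ug/ml poly(dI-dC); 15 min compound preincubation; discontinuous kinetic read over 2 h at RT.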
# Tau FP inhib: qHTS for Inhibitors of Tau Fibril Formation, Fluorescence Polarization. K18 P301L tau heparin fibrillization, Alexa594 FP, 6 h. Potency, µM (titrated, usually from 57.7 µM), inactives show top-dose activity, negative = inhibition, most hits filed as inhibitors. 0.39% of 280,000 active. AID 1468, 2008; also: % is scaled to controls: 0 for no effect and ±100 for the full control effect; nearly all actives have a fitted effect of over 55% in size
#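 Human tau K18 […] P301L fragment, 15 uM unlabeled plus 0.24 uM Alexa 594-labeled tau (final), with compound and 20 uM heparin in 100 mM sodium acetate pH 7; 6 hr at 37 C, then Alexa 594 FP read.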
# HTT cytoprotect: qHTS Multiplex Assay to Identify Dual Action Probes in a Cell Model of Huntington: Cytoprotection (ATP); Potency, µM (titrated, usually from 56.4 µM), for the others: cytoprotection (ATP increase), hits mostly activators; PC12 HTT-Q103 induced, cytoprotection, ATP luminescence, 40 h; 0.14% of 230,000 active;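 also: % of control where 0% means no effect; nearly all actives have a fitted effect of over 45% in size; toxic huntingtin expression switched on by the ecdysone agonist tebufenozide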
#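 Readout: ATPlite luminescence (ATP level). Model: stable PC12, inducible Htt exon1 Q103-GFP. Inducer: tebufenozide, 100 nM final. Compounds: dose series. No G418 in medium.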
# Tau fluor counter: Counterscreen qHTS for Inhibitors of Tau Fibril Formation, Fluorescence Polarization | tau K18 P301L (four-repeat tau fragment) Alexa594 fluorescence, heparin fibrillization | Potency, µM (series often up to 57.7 µM), for the others: at the top dose activity change, negative = decrease | 0.93% of 280,000 active | AID 1463, 2008; also: % is scaled to controls: 0 for no effect and ±100 for the full control effect; nearly all actives have a fitted effect of over 55% in size
#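 Human K18 P301L tau (15 uM unlabeled plus 0.24 uM Alexa 594-labeled, final) in 100 mM sodium acetate pH 7 was mixed with compound and 20 uM heparin and incubated 6 hr at 37 C.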
# TexasRed fluor: Total Fluorescence Counterscreen for Inhibitors of the Interaction of Thyroid Hormone Receptor and Steroid Receptor Coregulator 2. TRb/SRC2 Texas Red total fluorescence interference. Potency, µM (top dose mostly 106 µM), for the others: at the top dose fluorescence change, negative = quenching. 0.29% of 280,000 active. AID 1479, 2009; active = well fitted curve in either direction with a large enough effect; inconclusive = small, poorly fitted or top-dose-only effect; also: % is scaled to controls: 0 for no effect and ±100 for the full control effect
#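 Flags fluorescent or light-absorbing compounds by total fluorescence, S + 2P, at 555 nm excitation and 632 nm emission. Mixture: 20 nM Texas Red SRC2 peptide, 0.6 uM human TRb LBD, 1 uM T3, 5% DMSO; compound exposure 5 h at ambient temperature.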
# L3MBTL1 block: qHTS Assay for the Inhibitors of L3MBTL1 | Lethal(3)malignant brain tumor-like protein 1 (Homo sapiens), Q9Y468 | AlphaScreen L3MBTL1–H3K9me1 peptide binding | Potency, µM (series often up to 57.1 µM), for inactives: at the highest dose activity, negative = inhibition, hits mostly inhibitors | 0.66% of 230,000 active; also: % is scaled to controls: 0 for no effect and ±100 for the full control effect; nearly all actives have a fitted effect of over 60% in size
#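 AlphaScreen assay: L3MBTL1 (50 nM final) was preincubated 30 min at room temperature with biotinylated H3(1-15)K9me1 peptide (75 nM final), then 30 min with library compounds; streptavidin donor and nickel chelate acceptor beads (10 ug/mL final) added, 30 min dark.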
# TRb-SRC2 inh: qHTS for Inhibitors of the Interaction of Thyroid Hormone Receptor and Steroid Receptor Coregulator 2 | TRbeta-SRC2 peptide binding, fluorescence polarization; receptor liganded with 1 µM T3 | AID 1469, 2008 | Thyroid hormone receptor beta (Homo sapiens), P10828 | Potency, µM (titrated, usually from 106 µM), for the others: at the highest dose activity change, negative = inhibition, hits mostly inhibitors | 0.065% of 280,000 active;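 also: plate controls were bound peptide for no effect and peptide without receptor for full effect; nearly all actives have a fitted effect of over 50% in size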
# Target sequence (P10828 whole entry, looked up): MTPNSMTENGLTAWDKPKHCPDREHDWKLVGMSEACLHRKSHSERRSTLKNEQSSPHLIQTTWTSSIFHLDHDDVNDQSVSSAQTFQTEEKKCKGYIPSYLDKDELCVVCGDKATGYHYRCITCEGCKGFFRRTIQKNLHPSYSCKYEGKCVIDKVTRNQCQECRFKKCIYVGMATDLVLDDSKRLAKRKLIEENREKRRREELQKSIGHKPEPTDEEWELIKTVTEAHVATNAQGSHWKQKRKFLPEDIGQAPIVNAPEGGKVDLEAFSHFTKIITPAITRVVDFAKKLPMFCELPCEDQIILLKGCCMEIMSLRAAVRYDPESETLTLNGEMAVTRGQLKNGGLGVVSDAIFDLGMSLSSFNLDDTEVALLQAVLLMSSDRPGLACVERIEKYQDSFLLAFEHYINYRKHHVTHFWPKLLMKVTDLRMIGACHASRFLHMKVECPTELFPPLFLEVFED
#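 Assay buffer: 20 mM Tris-HCl, 100 mM NaCl, 10% glycerol, 1 mM EDTA, 0.01% NP-40, 1 mM DTT, 1 uM T3, 5% DMSO; TRb LBD 0.6 uM, Texas Red SRC2 20 nM; FP after 5 hr.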
# Starred values were filed as active, the others as inactive; i = inactive; u = inconclusive; x = not tested or not shown; [ ] = dose if it differs, or a comment. Unless noted, calls follow the shape of the dose curve; as a rule, active = well fitted curve in the direction sought with a large enough effect; inconclusive = small, poorly fitted or top-dose-only effect, or another doubt; inactive = no such curve, though single readings can be large; an effect the other way counts as inactive or inconclusive. Potency is read from the fitted curve at half-maximal effect. Some of the compounds tested; the hit share may differ from the screen's.
SMILES,Tau ThT inhib,RECQ1 helicase,Tau FP inhib,HTT cytoprotect,Tau fluor counter,TexasRed fluor,L3MBTL1 block,TRb-SRC2 inh
Cc1ccc(S(=O)(=O)N(C)C)cc1NC(=O)c1c(-c2c(F)cccc2Cl)noc1C,-2%,-14%,-3%,21%[10 µM],-13%,-2%,-5%,-7%
O=C(OCC(=O)N1CCc2ccccc2C1)c1cccc([N+](=O)[O-])c1,-8%,-4%,-2%,14%[1.9 µM],-6%,2%,-3%,-2%
CCc1ccc(NC(=O)CN2CCCN(Cc3cccc(Cl)c3)S2(=O)=O)cc1,6%,x,0%,x,-6%,0%,x,0%
Cc1cccc(C(=O)N2CCN(c3ncnc4c3cnn4-c3ccccc3)CC2)c1,-22%,i,-5%,-6%[10 µM],-11%,-1%,8%,-9%
COc1cc(CN2CCN(c3cccc(Cl)c3)CC2)cc(OC)c1OC,-4%,-2%,2%,-21%[10 µM],-8%,4%,-17%,u
CSc1ccccc1NC(=O)c1c(C)noc1C,5%,i,7%,-11%,-2%,-2%,1%[11.4 µM],-6%
c1ccc2nc(N3CCOCC3)c(N3CCOCC3)nc2c1,-7%,-11%,4%,-16%,-1%,-8%,-2%,-2%
CCC(C(=O)NCc1ccc2c(c1)CCN2C(=O)c1ccc(F)cc1)c1ccccc1 (configuration not stated),-2%,x,5%,x,-11%,-3%,x,-1%
COc1cc(/C=N/NC(=O)COc2ccc(-n3cnnn3)cc2)ccc1OCC(N)=O,u,i,-2%,-7%[10 µM],-4%,-3%,11%,0%
CCOc1ccc(NC(=O)N2CCC(CN3CCCCCC3)CC2)cc1,u,x,-14%,x,-1%,126µM*[quencher],x,-29%
COc1ccc(-c2ccc([C@H]3[C@@H]4C=CCC[C@@]4(C)C(=O)N3Cc3ccccc3)c(F)c2)cc1OC,u,i,7%,-13%[10 µM],-8%,-1%,x,-7%
O=C(CSc1ncc(S(=O)(=O)c2ccc(Br)cc2)c(=O)[nH]1)NCc1ccccc1Cl,u,x,5%,x,-14%,5%,x,3%
CCOC(=O)Cc1csc(SCC(=O)Nc2cc(C)ccc2OC)n1,-7%,i,-3%,-18%,-8%,3%,6%[11.4 µM],1%
CCOC(=O)C1CCN(C(=O)c2nn(-c3ccc(OC)cc3)c(=O)c3c2c2ccccc2n3C)CC1,-20%,x,-5%,x,-21%,0%,x,4%
Cc1c(Cl)cccc1NC(=O)Cn1nnc(C(=O)NCc2cccs2)c1N,9%,-8%,-11%,-8%[10 µM],9%,0%,0%,-6%
COc1ccc(N2CCN(C(=O)CCCn3c(=S)[nH]c4cc5c(cc4c3=O)OCO5)CC2)cc1,u,-4%,-1%,-7%[0.074 µM],-30%,-1%,-9%,2%
CCCCCc1ccc(CC(=O)O)cc1,-22%,-3%,0%,-33%,-15%,-1%,-2%,-1%
COCc1nnc(NC(=O)c2cc(OC)c(OC)c(OC)c2)s1,-8%,x,-9%,x,-6%,-1%,x,-5%
O=C(NNC(=O)c1cccc2ccccc12)c1ccc2c(c1)OCO2,-8%,-8%,8%,23%[10 µM],-1%,-5%,1%,-3%
COc1cccc(CNC(=O)Cn2ncn3nc(-c4cccs4)cc3c2=O)c1,0%,x,-6%,x,0%,-1%,x,1%
CCOC(=O)C1CCN(c2ccc(C(N)=O)cc2[N+](=O)[O-])CC1,u,-2%,9%,18%[10 µM],-1%,-5%,-4%,4%
O=Cc1cccn1-c1sc2c(c1C(=O)O)CCCC2,-6%,-6%,4%,19%[10 µM],0%,-1%,-27%,6%
Cc1ccc(NCC(=O)N/N=C\c2cccc(O)c2)cc1,u,i,14%,-24%[1.9 µM],-22%,-4%,-17%,-3%
CNS(=O)(=O)c1cn(CC(=O)N2CCN(c3cccc(Cl)c3)CC2)cc1S(=O)(=O)NC,-4%,x,-5%,x,-6%,-1%,x,-5%
Cc1cc(=O)[nH]c(=S)n1-c1ccccc1,8%,-7%,2%,8%[10 µM],1%,-2%,8%,0%
CC(C)C(=O)NC(c1ccccc1Cl)c1c(O)ccc2ccccc12 (configuration not stated),-26%,1%,-16%,-11%,-13%,-1%,3%,4%
Cc1ccc(-n2c(SCC(=O)N3CCCc4ccccc43)nc3c([nH]c4ccccc43)c2=O)cc1,0%,x,1%,x,-9%,-3%,x,-7%
Cn1c(CNC(=O)Cc2ccc3c(c2)OCO3)nnc1SCc1ccccc1,-10%,-3%,1%,-3%[10 µM],-3%,0%,3%,6%
Cc1cc(Oc2ccc(N)cn2)cc(C)c1Cl,-2%,-10%,2%,4%[10 µM],-16%,-2%,-26%,-6%
COc1cccc2[nH]c3c(N4CCCCC4)ncnc3c12,3%,7%,3%,-76%[inhibitor][0.074 µM],-2%,-6%,30%,-7%
COC(=O)c1c(N)sc(C(=O)N2CCOCC2)c1C,-6%,-8%,-1%,1%,-3%,-4%,x,5%
O=C(NCCc1ccccn1)c1cccc(S(=O)(=O)N2CCCCCC2)c1,4%,16%,-5%,-13%,2%,-1%,x,-7%
O=C(Nc1ccccc1)c1ccc(S(=O)(=O)N2CCCC2)cc1,1%,-3%,7%,-13%,-2%,-3%,-3%,-1%
Cc1ccnc(NC(=O)C2(c3cccs3)CCOCC2)c1,-10%,-4%,-5%,-2%[10 µM],-6%,-10%,8%,1%
CCOC(=O)C1CCN(S(=O)(=O)c2cnc[nH]2)CC1,2%,1%,7%,9%,1%,-2%,x,-8%
COc1ccc2c(=O)c3c(=O)n(Cc4ccco4)c(-c4ccc(C)cc4)nc3oc2c1,u,-6%,-4%,19%,-12%,-5%,x,1%

# Reformatted with tabs: 5 of the compounds above.
SMILES	Tau ThT inhib	RECQ1 helicase	Tau FP inhib	HTT cytoprotect	Tau fluor counter	TexasRed fluor	L3MBTL1 block	TRb-SRC2 inh
COc1cccc2[nH]c3c(N4CCCCC4)ncnc3c12	3%	7%	3%	-76%[inhibitor][0.074 µM]	-2%	-6%	30%	-7%
O=C(NCCc1ccccn1)c1cccc(S(=O)(=O)N2CCCCCC2)c1	4%	16%	-5%	-13%	2%	-1%	x	-7%
Cn1c(CNC(=O)Cc2ccc3c(c2)OCO3)nnc1SCc1ccccc1	-10%	-3%	1%	-3%[10 µM]	-3%	0%	3%	6%
Cc1ccc(-n2c(SCC(=O)N3CCCc4ccccc43)nc3c([nH]c4ccccc43)c2=O)cc1	0%	x	1%	x	-9%	-3%	x	-7%
CCOC(=O)C1CCN(S(=O)(=O)c2cnc[nH]2)CC1	2%	1%	7%	9%	1%	-2%	x	-8%

# Individual results from the results shown:
# Entry for `Cc1cccc(C(=O)N2CCN(c3ncnc4c3cnn4-c3ccccc3)CC2)c1` under TRb-SRC2 inh: -9%
# Entry for `COc1cccc2[nH]c3c(N4CCCCC4)ncnc3c12` under Tau FP inhib: 3%

# Next part.
SMILES,Tau ThT inhib,RECQ1 helicase,Tau FP inhib,HTT cytoprotect,Tau fluor counter,TexasRed fluor,L3MBTL1 block,TRb-SRC2 inh
CCOC(=O)Cc1csc(NC(=O)/C=C/c2ccc(Cl)cc2)n1,x,-5%,-1%,-57%[inhibitor][10 µM],2%,0%,x,-5%
CCOC(=O)C(CC)(CCC(=O)OC)c1csc(Nc2ccccc2O)n1 (configuration not stated),-14%,-1%,-1%,-4%[10 µM],-19%,-2%,-1%,5%
O=C(Nc1cc(Cl)ccc1Cl)c1ccc(OC(=O)c2ccco2)cc1,-13%,i,-9%,-7%,-13%,-3%,x,-5%
COc1ccc(C2c3ccc(O)cc3Oc3ncn4nc(-c5ccco5)nc4c32)cc1OC (configuration not stated),u,-2%,u,2%[10 µM],-21%,-5%,-2%,-2%
c1cncc(-c2noc(C34CC5CC(CC(C5)C3)C4)n2)c1,2%,i,2%,-12%,9%,0%,0%[11.4 µM],-4%
Cc1cc(=O)oc(C)c1C(=O)NCc1ccc(F)cc1,-5%,-19%,-5%,2%[10 µM],-5%,-3%,-6%,4%
Cn1cc([N+](=O)[O-])c(C(=O)Nc2ccc(C3CCCCC3)cc2)n1,-16%,0%,-5%,12%[10 µM],u,0%,-16%,1%
COc1ccc(C)cc1N(CC(=O)O)S(=O)(=O)c1ccc(C)cc1,-2%,-2%,4%,-8%,10%,0%,-3%[11.4 µM],0%
CCc1ccc(NC(=O)CCn2c(-c3ccc(OC)cc3)cc(C(C)=O)c2C)cc1,-6%,x,-5%,x,-22%,1%,x,-1%
Cc1cccc(N2C(=O)CSC23C(=O)N(CC(=O)NCCc2ccccc2)c2ccccc23)c1 (configuration not stated),0%,x,-1%,x,-12%,2%,x,1%
CC(=O)NS(=O)(=O)c1ccc(N=NN2CCCCCC2)cc1,-1%,i,-5%,16%[10 µM],1%,-1%,17%,-6%
CCc1ccc2nc(N3C(=O)c4oc5ccccc5c(=O)c4C3c3ccc(OC)c(OC)c3)sc2c1 (configuration not stated),-4%,-8%,-6%,11%[10 µM],-5%,-1%,4%,6%
Cc1ccc(Nc2nc3nonc3[nH]c2=O)cc1Cl,u,-1%,u,-122%[inhibitor],u,-1%,x,-13%
Cc1cc(NC(=O)CSc2nnc(NC(=O)C3CC(=O)N(c4ccccc4C)C3)s2)no1 (configuration not stated),3%,-4%,-8%,14%[10 µM],-8%,0%[53 µM],-10%,-3%[53 µM]
